GSTO1 inh – inhibitors of recombinant GSTO1, primary screen, counter-screen for RBBP9 inhibitor project, biochemical, fluorescence polarization. Glutathione S-transferase omega-1 (Homo sapiens), P78417. activity-based probe fluorescence polarization. inhibition, % at 5.96 µM. hit rate 1.1% among 300,000;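 active means inhibition above the campaign mean inhibition plus 3 SD, cut at about 35% in these data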;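 further: 0% = GSTO1-1 with DMSO and 100% = wells lacking GSTO1-1 enzyme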
LYPLA1 counter – LYPLA1 inhibitors, primary screen, counter-screen for PME1 inhibitor project, biochemical, fluorescence polarization, FP-Rh probe ABPP. inhibition, % at 5.9 µM. hit rate 0.16% among 320,000. recombinant LYPLA1;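 active means inhibition above the mean of all tested compounds plus 3 SD, set per campaign, cut at about 14% in these data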;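 further: inhibitors block serine hydrolase probe labeling of LYPLA1 so polarization falls; 0% = enzyme with DMSO and 100% = wells lacking LYPLA1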
PAFAH1B3 inh – PAFAH1B3 enzyme inhibitors, primary screen, biochemical, fluorescence polarization, human; Platelet-activating factor acetylhydrolase IB subunit alpha1 (Homo sapiens), Q15102; recombinant PAFAH1B3, FP-rhodamine probe; inhibition, % at 3.39 µM; hit rate 0.28% among 340,000;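 active means inhibition above the screen-wide average of all tested compounds plus 3 SD, cut at about 25% in these data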;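 further: 0% = enzyme with DMSO only and 100% = wells lacking PAFAH1B3 protein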
pPAFAH inh – pPAFAH enzyme inhibitors, primary screen, biochemical, fluorescence polarization, human. Platelet-activating factor acetylhydrolase (Homo sapiens), Q13093. recombinant pPAFAH, FP-rhodamine probe fluorescence polarization. inhibition, % at 3.39 µM. hit rate 1.5% among 330,000;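 active means inhibition above the mean inhibition across the screen plus 3 SD, cut at about 25% in these data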;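 further: inhibitors block binding of the rhodamine activity-based probe so polarization drops; 0% = enzyme with DMSO and 100% = wells lacking pPAFAH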
Target sequence (Q13093 whole entry, looked up): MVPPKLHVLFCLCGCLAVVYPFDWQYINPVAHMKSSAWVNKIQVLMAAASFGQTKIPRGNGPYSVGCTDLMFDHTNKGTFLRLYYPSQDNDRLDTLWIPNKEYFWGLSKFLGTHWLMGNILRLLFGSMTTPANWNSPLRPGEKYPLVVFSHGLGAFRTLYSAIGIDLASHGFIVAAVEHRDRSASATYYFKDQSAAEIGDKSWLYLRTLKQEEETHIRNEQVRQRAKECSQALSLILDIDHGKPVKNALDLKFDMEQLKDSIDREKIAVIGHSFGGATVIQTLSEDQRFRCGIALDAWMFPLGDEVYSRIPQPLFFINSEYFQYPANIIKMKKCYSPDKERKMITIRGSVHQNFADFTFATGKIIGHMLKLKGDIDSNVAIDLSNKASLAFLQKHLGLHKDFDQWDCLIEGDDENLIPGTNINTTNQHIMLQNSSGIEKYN
PAFAH1B2 FP inh – PAFAH1B2 enzyme inhibitors, primary screen, biochemical, fluorescence polarization, human. Platelet-activating factor acetylhydrolase IB subunit alpha2 (Homo sapiens), P68402. recombinant PAFAH1B2, FP-rhodamine activity probe. inhibition, % at 3.39 µM. hit rate 1.2% among 340,000. AID 492953, 2010;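 active means inhibition above the mean of all tested compounds plus 3 SD, cut at about 24% in these data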;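 further: 0% = enzyme with DMSO and 100% = wells lacking PAFAH1B2; many of its hits are not listed in these tables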
Target sequence (P68402 whole entry, looked up): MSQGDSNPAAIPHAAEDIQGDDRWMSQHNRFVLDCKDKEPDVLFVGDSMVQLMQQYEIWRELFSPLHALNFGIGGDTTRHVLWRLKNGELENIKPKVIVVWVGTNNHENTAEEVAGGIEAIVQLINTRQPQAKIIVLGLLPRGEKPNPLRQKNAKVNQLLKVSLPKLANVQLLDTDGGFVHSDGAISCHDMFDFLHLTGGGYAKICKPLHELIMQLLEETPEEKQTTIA
PREPL inhibitor – PREPL enzyme inhibitors, primary screen, biochemical, fluorescence polarization. inhibition, % at 5.96 µM. recombinant PREPL, fluorescence polarization activity-based probe. Prolyl endopeptidase-like (Homo sapiens), Q4J6C6. hit rate 0.68% among 320,000; in the data active means inhibition above about 43%;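 further: 0% = enzyme with DMSO and 100% = wells lacking enzyme; many of its hits are not listed in these tables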
LYPLA2 inh – LYPLA2 inhibitors, primary screen, counter-screen for PME1 inhibitor project, biochemical, fluorescence polarization, FP-Rh probe ABPP. Acyl-protein thioesterase 2 (Homo sapiens), O95372. recombinant LYPLA2. inhibition, % at 5.9 µM. hit rate 0.38% among 320,000. AID 2177, 2009;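 active means inhibition above the screen-wide mean plus 3 SD, limit set per campaign, cut at about 26% in these data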;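 further: 0% = LYPLA2 with DMSO and 100% = wells lacking LYPLA2 enzyme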
Target sequence (O95372 whole entry, looked up): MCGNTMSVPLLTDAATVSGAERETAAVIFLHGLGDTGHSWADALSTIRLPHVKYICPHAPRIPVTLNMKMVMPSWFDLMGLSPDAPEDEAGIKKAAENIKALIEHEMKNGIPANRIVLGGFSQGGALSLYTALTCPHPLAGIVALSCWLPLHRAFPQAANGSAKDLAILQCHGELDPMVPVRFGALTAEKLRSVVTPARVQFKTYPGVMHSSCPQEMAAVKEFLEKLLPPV
PME-1 primary – PME-1 inhibitors via competitive probe labeling, primary screen, biochemical, fluorescence polarization, FP-Rh probe, HTS; hit rate 0.53% among 320,000; recombinant PME-1; Protein phosphatase methylesterase 1 (Homo sapiens), Q9Y570; AID 2130, 2009; inhibition, % at 5.9 µM;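 active means inhibition above the campaign mean of all compounds plus 3 SD, cut at about 26% in these data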;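 further: competitive labeling of PME-1 active site by serine hydrolase directed probe; 0% = PME-1 with DMSO and 100% = wells lacking PME-1 enzyme; inhibitors block probe labeling so polarization falls and inhibition rises; many of its hits are not listed in these tables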
PAD4 inh – human PAD4 inhibitors, primary screen, biochemical, fluorescence polarization, 1536-well format; inhibition, % at 6.36 µM; recombinant PAD4, RCA probe fluorescence polarization; hit rate 0.41% among 330,000; Protein-arginine deiminase type-4 (Homo sapiens), Q9UM07;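 active means percent inhibition above a cutoff equal to the mean of all tested compounds plus 3 SD, cut at about 15% in these data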;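 further: 0% = PAD4 with RCA probe and DMSO and 100% = probe without PAD4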
Active calls of the source: *; / = not tested or not shown. This is a subset, so the mix of outcomes need not match the whole.

SMILES	GSTO1 inh	LYPLA1 counter	PAFAH1B3 inh	pPAFAH inh	PAFAH1B2 FP inh	PREPL inhibitor	LYPLA2 inh	PME-1 primary	PAD4 inh
COc1ccc2c(c1)[nH]c1c(=O)n(CCN3CCCC3)cnc12	2	0	2	2	1	27	-2	-5	-5
CCCCn1c(NC(=O)c2ccc(F)cc2)c(C#N)c2nc3ccccc3nc21	67*	60*	/	9	/	34	61*	20	70*
CC(=O)Nc1ccc(N2C(=O)c3cccc(NC(C)=O)c3C2=O)cc1	2	-1	8	-3	6	0	-4	-2	4
COc1ccc(NC(=O)c2ccc(S(=O)(=O)N3CC(C)OC(C)C3)cc2)cc1 (stereo unspecified)	/	/	12	5	1	4	/	/	-2
CN1C(CC(=O)c2ccccc2)CCCC1CC(O)c1ccccc1 (stereo unspecified)	0	-1	5	0	6	-2	-2	-1	-1
CC(=O)NC(CCCCNC(=S)NC1CCCCC1)C(=O)O (stereo unspecified)	3	1	8	4	5	4	3	0	0
CCC(=O)Nc1ccc(NC(=S)NC(=O)c2cc3ccccc3o2)cc1	2	-3	5	-1	2	-11	-10	-2	0
CC(C)c1ccc(NC2CCCN(C(=O)c3ccc(N4CCOCC4)cc3)C2)cc1 (stereo unspecified)	-1	4	11	24	12	10	0	4	2
Cc1cc(NC(=O)CCC(=O)N(CC(=O)NC2CCCC2)c2ccc(F)c(Cl)c2)no1	0	-2	2	2	3	-3	0	-4	-2
CCCCS(=O)(=O)N1CCCC(C(=O)NCC2CCCO2)C1 (stereo unspecified)	-2	0	0	2	3	1	-1	-2	2
CCc1ccccc1NC(=S)N(Cc1ccc(C(=O)O)cc1)Cc1ccc(OC)c(OC)c1	3	3	-6	0	-2	1	8	-4	-5
CCOC(=O)C1(CCOC)CCN(Cc2cccc(OCc3ccccc3)c2)CC1	2	-3	7	2	0	24	1	-4	-1
O=C(CSc1nnc(COc2ccc(Cl)cc2)n1Cc1ccco1)c1ccccc1F	1	2	4	2	4	-8	-2	8	-7
COc1ccc(NC(=O)C(=O)NCC2CCCN2S(=O)(=O)c2cc(C)ccc2C)cc1 (stereo unspecified)	9	-3	-2	6	0	8	-1	-1	-3
COc1ccc(S(=O)(=O)Nc2ccc3c(c2)OCCO3)cc1OC	3	0	7	4	-3	-1	-2	3	2
Cc1ccc(C)c(S(=O)(=O)NCc2ccc(C(=O)N3CCN(C)CC3)cc2)c1	-4	3	2	5	3	8	7	8	-3
CC(/C=C/c1ccc(N(C)C)cc1)=N/N=C1/NC(=O)CC(C(=O)Nc2ccc(Cl)cc2)S1 (stereo unspecified)	1	1	11	23	4	17	9	14	9
CN=C(C[N+](=O)[O-])NCCSCc1ccc(CN(C)C)o1	/	/	3	-2	-1	21	/	/	-2
Cc1nc(-c2ccc(NC(=O)c3cccs3)cc2)cs1	-4	-3	-2	-8	-2	16	10	-2	-2
O=C(C1CCCN(S(=O)(=O)c2cccc3cccnc23)C1)N1CCc2ccccc21 (stereo unspecified)	-1	-3	11	-3	10	-14	-8	2	-9
Cc1ccc(NS(=O)(=O)c2cccc3cccnc23)c(Br)c1	6	0	7	-1	4	-17	1	8	0
CC(C)CC(=O)N1CCC(O)(CS(=O)(=O)c2ccc(Cl)c(Cl)c2)CC1	-2	-4	13	2	5	6	0	5	-2
Cc1cccc(NC(=O)C23CCC(C)(C(=O)O2)C3(C)C)c1 (stereo unspecified)	1	-1	-2	3	-1	5	-3	3	-1
COc1cc([N+](=O)[O-])ccc1NC(=O)CCCOc1cccc(C)c1	-2	-1	2	4	-1	12	1	-2	-2
CC(C)NC(=O)c1nc2ccccc2s1	6	-1	-2	-1	6	5	0	4	-3
O=C1CC2(CCN(C(=O)COc3ccc(F)cc3)CC2)Oc2ccccc21	-1	6	0	2	8	18	2	2	1
O=[N+]([O-])c1cccc(N(CC2CO2)S(=O)(=O)c2ccccc2)c1 (stereo unspecified)	101*	-1	11	3	0	-7	6	-3	-2
CCN(CC)S(=O)(=O)c1ccc(N(C)C)c(NC(=O)CC(NC(C)=O)c2ccccc2)c1 (stereo unspecified)	19	0	-1	3	0	6	6	5	1
Nc1c(S(=O)(=O)c2ccccc2)cnc2c(-c3ccc(F)cc3)cnn12	-1	-2	-3	6	3	7	8	1	1
COc1cccc(C(CC(=O)Nc2cccc3ccccc23)NC(=O)c2ccccc2)c1 (stereo unspecified)	-4	-15	-21	-10	-10	-2	-36	-37	-12
COc1ccc(C(CNC(=O)c2cc3ccccc3o2)N2CCCCC2)cc1 (stereo unspecified)	5	-3	1	-1	-2	20	1	-3	2
CN(C(=O)CSc1nc(O)cc(=O)n1C1CCCC1)c1ccccc1	2	-2	8	48*	4	-10	-8	-4	-1
Nc1ccc2nc(CN3CCOCC3)[nH]c2c1	0	2	5	3	2	1	-4	0	3
O=C(Nc1cccnc1)c1cc(-c2ccccc2)on1	-1	-5	2	6	7	5	5	7	2
Fc1ccc(-c2cc(C(F)(F)F)nc(NCc3cccs3)n2)cc1	0	-6	-1	5	-1	-7	-9	-4	-6
O=C(NCC(c1cccs1)N1CCOCC1)c1ccc(Cl)cc1 (stereo unspecified)	-1	-1	2	4	-3	3	-6	4	-3
c1ccc(Cn2ncc3c(Nc4ccccc4)ncnc32)cc1	-3	4	0	3	0	-9	4	-7	2
CN1CCN(c2ccc([N+](=O)[O-])cc2C(=O)N2CCCCC2)CC1	1	3	2	8	-3	3	3	12	-3
NS(=O)(=O)c1ccc(CCNC(=O)Nc2ccc(Cl)c(Cl)c2)cc1	-8	-11	-10	-8	0	4	-10	-1	-11
O=C(CN(C(=O)CNC(=O)c1ccco1)c1ccc(F)cc1)NC1CCCC1	-7	0	2	-6	-6	13	-2	-6	2
Cn1cc(C(=O)NCc2ccccc2F)cn1	0	-3	1	5	3	4	-5	0	0
CCOc1cccc(CN2CCN(c3cccc(C(F)(F)F)c3)CC2)c1O	-6	-3	4	0	3	17	6	4	-2
Cc1cc(SCC(=O)OCC(=O)NCc2ccc3c(c2)OCO3)c(C)cc1Br	10	-2	0	14	10	-22	-3	5	2
CCOC(=O)N1CCN(c2c(NCCc3ccc(C)cc3)c(=O)c2=O)CC1	-6	-2	4	-13	-1	3	-3	-6	6
Cc1ccc2cc3c(nc2c1)OCC3	15	0	-3	3	4	-4	6	7	2

Retrieved by structure from the entries so far (two):
SMILES	GSTO1 inh	LYPLA1 counter	PAFAH1B3 inh	pPAFAH inh	PAFAH1B2 FP inh	PREPL inhibitor	LYPLA2 inh	PME-1 primary	PAD4 inh
CCC(=O)Nc1ccc(NC(=S)NC(=O)c2cc3ccccc3o2)cc1	2	-3	5	-1	2	-11	-10	-2	0
O=C(CSc1nnc(COc2ccc(Cl)cc2)n1Cc1ccco1)c1ccccc1F	1	2	4	2	4	-8	-2	8	-7

Further entries follow:
SMILES	GSTO1 inh	LYPLA1 counter	PAFAH1B3 inh	pPAFAH inh	PAFAH1B2 FP inh	PREPL inhibitor	LYPLA2 inh	PME-1 primary	PAD4 inh
CCOC(=O)c1sc2ncn(CC(=O)N(CC)CC)c(=O)c2c1C	2	1	2	2	8	18	10	2	-3
c1n[nH]c(NC2=NCCC2)n1	7	2	4	3	3	-4	0	1	3
COC(=O)Cc1c(C)c2ccc(OCC(=O)N(C)C)cc2oc1=O	-2	0	-2	-5	2	-2	-1	-1	-1
CC(=O)Nc1ccc(N=c2cc([N+](=O)[O-])cc(Cl)n2O)cc1	6	2	-1	-1	4	-5	9	-1	1
O=C(CSC1CCCCC1)N1CCN(c2ccccc2)CC1	2	-2	1	3	2	-6	0	3	-2
Oc1ccc(-c2nc3ccccc3nc2-c2ccccc2)cc1	4	2	8	4	11	18	3	3	-1
Oc1ccccc1/C=N/n1c2ccccc2c2ccccc21	6	-2	15	6	6	0	10	1	-4
O=C(c1ccco1)N1N=C(c2ccco2)CC1c1ccc(Cl)cc1Cl (stereo unspecified)	/	-3	-1	1	3	-6	-7	-4	5
CCOC(=O)CCn1nc(-c2ccc(Cl)cc2)cc1N	2	3	0	2	-1	20	10	-1	6
C=C(Cl)COC(=O)[C@H]1C2C=CC(C2)C1C(=O)O (stereo partly specified)	-10	6	1	4	0	4	11	0	1
COc1cc(NC(=O)Cn2cnc3c(NCc4ccccc4)ncnc32)cc(OC)c1OC	/	/	6	3	-2	/	/	/	0
O=[N+]([O-])c1cccc(S(=O)(=O)N2CCCCC2c2cccnc2)c1 (stereo unspecified)	6	3	7	-4	18	8	5	-5	1
COCC(=O)N1CCC(Oc2ccc(C(=O)NC(C)c3nccs3)cc2)CC1 (stereo unspecified)	-2	4	11	-3	4	3	3	8	1
Cn1c(SCc2nc(-c3ccccc3)no2)nnc1-c1cccs1	13	1	2	-5	6	14	0	-4	3
COc1ccc(CC(=O)O)cc1O	2	1	-3	5	-3	-1	-2	-2	-2
COc1cccc(-n2nc3c(-n4ncc(C#N)c4N)nnc(C)c3c2C)c1	-5	0	4	-5	4	-4	2	1	-4
Cc1ccc(-c2nc(-c3cccnc3)no2)c(C)c1	-2	-5	10	8	7	-8	-2	-2	-7
Cc1c(C(=O)OCC(=O)Nc2ccc(N3CCOCC3)cc2)oc2ccccc12	4	1	8	4	-1	9	2	3	-3
Cc1ccc(SCc2[nH]nc3c2C2(C(=O)Nc4ccc(F)cc42)C(C#N)=C(N)O3)cc1 (stereo unspecified)	3	3	-4	-1	12	-17	4	3	-1
COc1ccc(C(=S)N2CCN(c3cccc(Cl)c3)CC2)c(OC)c1	2	1	8	2	2	10	7	1	-12
C=CCNC(=S)NNC(=O)c1cccnc1	3	-2	-1	3	1	1	2	-1	-2
COc1cc(NC(=O)CN(C)S(=O)(=O)c2ccc3nc(C)sc3c2)cc(OC)c1	-11	2	7	0	7	13	4	6	-1
O=C(NCCCc1ccccc1)c1ccc(-n2cncn2)c([N+](=O)[O-])c1	3	1	4	0	5	12	3	0	-3
Cc1ccc(C)c(OCCCNC2CCCC2)c1C	1	0	7	0	-1	-6	4	-5	-10
COc1cccc2sc3ccc(NCCC4CCCN4C)cc3c(=O)c12 (stereo unspecified)	-2	-3	2	4	6	14	-6	3	2
O=C(c1ccncc1)N1N=C(C2CC2)CC1(O)C(F)(F)F (stereo unspecified)	7	5	2	7	1	0	8	10	24*
O=C1CCC[C@@H]2[C@H]3CCC[N+]4([O-])CCC[C@@H](CN12)[C@@H]34 (stereo partly specified)	-1	3	1	5	-4	-1	7	4	1
CCCCCCCCC1CC(C(=O)Nc2ccccc2)C(=O)O1 (stereo unspecified)	-5	-2	4	2	6	2	6	3	5
COC(=O)c1ccc([C@H]2C=C(C(=O)O)O[C@@H](OCc3ccc(CO)cc3)C2)cc1	4	0	-1	0	-5	-24	2	-3	-2
COc1cccc(CN2CCN(Cc3nc(-c4cccc(F)c4F)oc3C)CC2=O)c1	1	-2	10	3	8	6	-3	4	-5

High-throughput results (PubChem)
